Screening results (PubChem)
NSD2 HMT inh: NSD2 histone methyltransferase inhibitors, primary screen, biochemical, AlphaScreen, single concentration, set 2. Histone-lysine N-methyltransferase NSD2 (Homo sapiens), O96028. NSD2 peptide methylation, 120 min. inhibition, % at 12.5 µM. actives 0.54% (n = 310,000); in the data active = inhibition above about 50%
Target sequence (O96028 whole entry, looked up): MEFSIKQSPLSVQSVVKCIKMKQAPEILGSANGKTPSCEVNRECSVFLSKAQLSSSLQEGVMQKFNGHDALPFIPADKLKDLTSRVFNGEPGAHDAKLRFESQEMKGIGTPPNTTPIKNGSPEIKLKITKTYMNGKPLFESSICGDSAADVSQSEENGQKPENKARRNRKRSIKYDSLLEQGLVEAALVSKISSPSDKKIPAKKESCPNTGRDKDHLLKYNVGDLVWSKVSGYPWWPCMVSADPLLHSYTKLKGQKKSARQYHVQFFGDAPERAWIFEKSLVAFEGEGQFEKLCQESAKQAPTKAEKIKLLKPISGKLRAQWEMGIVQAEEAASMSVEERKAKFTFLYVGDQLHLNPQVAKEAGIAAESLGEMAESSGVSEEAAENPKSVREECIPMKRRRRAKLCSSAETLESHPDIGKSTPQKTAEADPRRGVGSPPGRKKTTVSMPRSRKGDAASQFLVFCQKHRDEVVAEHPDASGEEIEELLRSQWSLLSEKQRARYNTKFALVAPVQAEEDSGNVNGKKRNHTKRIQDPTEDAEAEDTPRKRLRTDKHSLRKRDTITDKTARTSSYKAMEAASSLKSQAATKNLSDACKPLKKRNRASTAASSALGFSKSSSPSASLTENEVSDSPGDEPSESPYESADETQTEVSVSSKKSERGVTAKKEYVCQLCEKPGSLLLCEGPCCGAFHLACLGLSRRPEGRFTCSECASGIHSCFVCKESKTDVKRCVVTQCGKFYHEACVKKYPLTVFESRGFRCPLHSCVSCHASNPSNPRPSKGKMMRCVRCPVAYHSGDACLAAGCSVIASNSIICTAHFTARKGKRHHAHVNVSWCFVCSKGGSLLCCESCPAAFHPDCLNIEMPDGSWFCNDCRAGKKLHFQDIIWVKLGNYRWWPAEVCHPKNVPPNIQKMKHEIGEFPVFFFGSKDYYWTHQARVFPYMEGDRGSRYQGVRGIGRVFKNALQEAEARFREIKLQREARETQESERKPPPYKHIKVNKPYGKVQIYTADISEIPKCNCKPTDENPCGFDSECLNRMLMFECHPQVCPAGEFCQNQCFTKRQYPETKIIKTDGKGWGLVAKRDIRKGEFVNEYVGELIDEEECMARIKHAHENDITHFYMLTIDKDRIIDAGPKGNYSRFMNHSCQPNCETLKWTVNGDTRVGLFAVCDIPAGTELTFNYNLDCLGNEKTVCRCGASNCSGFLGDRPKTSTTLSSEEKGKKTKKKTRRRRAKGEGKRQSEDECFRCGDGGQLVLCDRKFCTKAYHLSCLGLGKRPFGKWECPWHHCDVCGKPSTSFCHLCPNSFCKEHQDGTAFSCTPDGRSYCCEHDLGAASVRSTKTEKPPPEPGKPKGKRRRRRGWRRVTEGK
Numbers without * were called inactive. Some of the compounds tested. The share of hits here may be higher or lower than overall.

SMILES | NSD2 HMT inh
CC1(C(=O)NS(=O)(=O)c2cccc(C#N)c2)CCN1C(=O)CC1CCCCC1 (centres undefined) | 0.3
CC(C=NN=C1C(=O)Nc2ccccc21)=Cc1ccccc1 | 7.6
CCc1nc2c(OCC(=O)C(C)(C)C)cccn2c1N(C)C(=O)c1cccs1 | 0.8
CC1(C(=O)Nc2ccc3c(c2)OCO3)CCN1C(=O)CCc1ccc(Cl)cc1Cl (centres undefined) | -1.2
c1ccc(-c2ccc(C3=Nn4c(nnc4-c4ccccc4)SC3)cc2)cc1 | 0.4
O=C(NCCc1ccccc1)C1Cc2c(-c3ccccc3)ccnc2O1 (centres undefined) | 0.8
COCCCNc1ccn2nc(-c3ccc(OCCN4CCOCC4)cc3)cc2n1 | -2.0
O=C(OCC(O)C1OC(c2ccccc2)OC(COC(=O)c2ccccc2)C1O)c1ccccc1 (centres undefined) | -1.3
COc1c(C)cc(C(O)c2ncc(-c3ccc(C(F)(F)F)cc3)[nH]2)cc1C (centres undefined) | 1.0
COc1c(C)cc(C(O)c2ncc(-c3ccccc3C)[nH]2)cc1C (centres undefined) | 6.1
O=C(NC(c1ccc2c(c1)OCO2)c1ccccn1)C1CCN(CCOc2ccc(Cl)cc2Cl)CC1 (centres undefined) | -0.6
COc1ccc(NC(=O)c2cc(C3CCCCN3C(=O)C3CCCCC3)on2)c(C)c1 (centres undefined) | 27.3
CC(C)CNC(=O)C1(C)CCCN1C(=O)Cc1cccc2ccccc12 (centres undefined) | 1.4
COc1ccc(C(O)c2ncc(-c3cccc(C(F)(F)F)c3)[nH]2)cc1F (centres undefined) | 6.8
COc1ccc(C(=O)N2CCCC2(C)C(=O)O)cc1C(F)(F)F (centres undefined) | -4.2
CCCC(=O)N1CCC(NS(=O)(=O)c2ccc3c(c2)CCN3C(C)=O)CC1 | -4.8
CS(=O)(=O)c1cccc(-c2ccc3nncn3c2)c1 | -1.5
Cc1cc(Cl)ccc1C(O)c1ncc(-c2ccccc2Cl)[nH]1 (centres undefined) | 1.3
O=C(NCc1cccnc1)c1cc(C2CCCCN2C(=O)CCCc2ccccc2)on1 (centres undefined) | 5.6
CC1(C(=O)NCc2ccccc2)CSCC(=O)N1Cc1cccs1 (centres undefined) | -0.8

Six compounds picked at random from the list so far:
SMILES | NSD2 HMT inh
CCc1nc2c(OCC(=O)C(C)(C)C)cccn2c1N(C)C(=O)c1cccs1 | 0.8
CC1(C(=O)Nc2ccc3c(c2)OCO3)CCN1C(=O)CCc1ccc(Cl)cc1Cl (centres undefined) | -1.2
CC(C=NN=C1C(=O)Nc2ccccc21)=Cc1ccccc1 | 7.6
c1ccc(-c2ccc(C3=Nn4c(nnc4-c4ccccc4)SC3)cc2)cc1 | 0.4
COc1ccc(NC(=O)c2cc(C3CCCCN3C(=O)C3CCCCC3)on2)c(C)c1 (centres undefined) | 27.3
O=C(OCC(O)C1OC(c2ccccc2)OC(COC(=O)c2ccccc2)C1O)c1ccccc1 (centres undefined) | -1.3

Remaining list, next part:
SMILES | NSD2 HMT inh
COC(=O)N1C(=O)[C@@](c2ccsc2)(C(C)C)N1C(=O)OC | -3.6
Cc1ccccc1-c1cc2nc(Oc3ccc4c(c3)OCO4)n(C)c(=O)c2s1 | 1.5
CC(C)N1CCC(C)(C(=O)Nc2cc(-c3ccccc3)nn2C)C1 (centres undefined) | -1.2
CCc1nc2ccc(C(=O)N(C)C(C)C)cn2c1N(CCC(C)C)CCN(C)C | -3.5
O=C(NCc1ccc(F)cc1)c1cc(C2CCCN(C(=O)CCCc3ccccc3)C2)on1 (centres undefined) | 2.4
CCNC(=O)OC[C@H]1O[C@H](C#Cc2ccc(C(C)(C)C)cc2)C=C[C@H]1OC(C)=O | 1.6
CC(C)S(=O)(=O)N[C@@H]1c2cc3c(cc2[C@H](c2ccccc2)[C@H]1C)OCO3 | 3.1
COc1ccccc1CNc1nc(NCCN2CCNC2=O)c2sccc2n1 | 5.3
O=C(Nc1cccc(C(F)(F)F)c1)C1Cc2c(-c3ccco3)ccnc2O1 (centres undefined) | -1.1
CCOC(=O)c1c(C)nsc1NC(=O)C1(C)CCN1C(=O)CC (centres undefined) | -3.6
COc1ccc(CSc2nnc(SCc3ccccc3)s2)cc1 | 4.9
CCc1nc2ccc(C(=O)N3CCN(C(C)=O)CC3)cn2c1N(CC)C(=O)NCCc1ccccc1 | -0.5
O=C(NN=Cc1ccccc1Cl)C(=O)Nc1cccc(C(F)(F)F)c1 | -3.6
CCc1nc2ccc(C(=O)NC3CCN(Cc4ccccc4)CC3)cn2c1N(C)Cc1cc2ccccc2s1 | 1.6
CCOC(=O)C1(C)CCCN1C(=O)c1cc(F)ccc1C (centres undefined) | -2.1
Cc1cc(Cl)ccc1NC(=O)/N=C1/NC(=O)CS1 | 2.1
CCCCCCC/C=C(\C)[C@@H](O)[C@@H](C)C(=O)N1CCC[C@@H]1C(=O)O[C@H](C(=O)O[C@@H](C)C(=O)O)[C@@H](C)CC | 19.8
CCn1c(SCC(C)=O)nc2sc3c(c2c1=O)CCCC3 | -3.2
CC(=O)NC(c1ccccc1)c1nc(-c2cccc(C(=O)O)c2)cs1 (centres undefined) | -0.8
NC(Cc1ccc(C(F)(F)F)cc1)c1csc(Nc2ccccn2)n1 (centres undefined) | -4.0
CCOC(=O)C1(C)CCCCCN1C(=O)c1ccc(SC(F)(F)F)cc1 (centres undefined) | -2.7
CNC(=O)c1ccccc1C1(O)c2ccccc2CCc2ccccc21 | -4.2
CCCNC(=O)C1(C)CCN(C(=O)c2ccccc2OC)C1 (centres undefined) | -2.5
O=C(NCc1cccs1)c1cccc2c(-c3ccc(F)c(F)c3)coc12 | 0.6
CC(O)(c1cccnc1)c1nc(-c2ccc(S(C)(=O)=O)cc2)cs1 (centres undefined) | -2.1
O=C(Nc1ccccc1Cl)c1cccc(NS(=O)(=O)c2ccccc2)c1 | -2.2
C=CCn1c(SCC(=O)Nc2ccccc2OCC)nnc1-c1ccc(C(C)(C)C)cc1 | 8.2
O=C(CSc1ncnc2c1cnn2CCc1ccccc1)Nc1ccc(F)cc1 | -0.5
CCOC(=O)C1(C)CCCN(C(=O)c2ccccc2F)C1 (centres undefined) | -1.3
CC1(C(=O)NS(=O)(=O)c2cccs2)CCN1C(=O)C1CC1 (centres undefined) | -3.3
CCc1nc2ccc(C(=O)NCc3ccccc3OC)cn2c1N(C=O)CCC(C)C | -0.5
Cc1ccc(C)c(CC(=O)N2CCCCC2c2cc(C(=O)Nc3cccc(C#N)c3)no2)c1 (centres undefined) | -2.2
CC(=O)Nc1ccc(-c2ccnc3c2CC(C(=O)Nc2cccc(C(C)=O)c2)O3)cc1 (centres undefined) | 0.4
O=C(NCC1CCCCC1)c1ccc2nc([C@@H]3O[C@H](CO)[C@H](O)[C@H](O)[C@H]3O)[nH]c2c1 | -0.7
CC1CCN(c2ccc(C(=O)O)cc2NS(=O)(=O)c2ccccc2)CC1 | -2.0
CC(=O)Nc1cccc(-c2ccnc3c2CC(C(=O)Nc2ccccc2)O3)c1 (centres undefined) | -0.9
CC(C)(C)c1ccc(-c2nnc(SCC(=O)Nc3ccccc3-c3ccccc3)n2Cc2ccco2)cc1 | -1.3
C#CCOCCOCCOCCNc1nc(N2CCN(C(=O)Cn3cc(CCCN=C(N)N)nn3)CC2)nc(N2CCN(C(=O)[C@H](Cc3ccc(O)cc3)n3cc(CCO)nn3)CC2)n1 | -2.7
C#CCNC(=O)C[C@@H]1C[C@@]2(C(=O)OC)CC(C)(C)CC=C2N(Cc2ccco2)C1=O | 1.2
COc1ccc(OCCN2CCC(C(=O)NC(c3ccccn3)c3ccccc3OC)CC2)cc1 (centres undefined) | 1.8
COc1ccc(OC)c(S(=O)(=O)Nc2ccc(C(=O)Nc3cc(C)on3)cc2)c1 | 0.4
O=C(CSc1nnc(-c2cccnc2)n1-c1ccccc1)Nc1ccc(OCc2ccccc2)cc1 | 3.2
CCCCNC(=O)C1(C)CCN1C(=O)c1cc(F)ccc1C (centres undefined) | -2.2
CCCS(=O)(=O)NC(=O)C1(C)CCCN(C(=O)c2ccncc2)C1 (centres undefined) | -2.3
OC(c1cccnc1)c1nc(-c2ccc3c(c2)OCO3)cs1 (centres undefined) | -2.8
CC(=O)Oc1cc2c(s1)CCN(C(C(=O)C1CC1)c1ccccc1F)C2 (centres undefined) | 4.1
COc1ccccc1-n1cc(CN2CCc3onc(-c4ccc(Br)cc4)c3C2=O)nn1 | -1.2
COc1cccc(N2CCN(CC(=O)N(C)Cc3ccccc3Cl)CC2)c1 | 5.7
CC1(C(=O)NS(=O)(=O)c2cccc(C#N)c2)CCN1C(=O)CC1CC1 (centres undefined) | 1.2
COc1ccc(NC(=O)c2cc(C3CCCCN3C(=O)c3ccc(Cl)cc3)on2)c(C)c1 (centres undefined) | -0.3
COCCNc1nc(NCc2ccccc2)nc2ccsc12 | -2.2
O=C(Nc1ccc(F)c(C(F)(F)F)c1)Nc1nnc(-c2ccncc2)s1 | -0.3
O=C1CCC[C@H]2C[C@H](NCc3ccc(Br)cc3)CC[C@]23CCCN13 | -1.0
Cc1cc(C)n(CCc2nc3c4ccccc4n(CC(=O)Nc4ccc(Cl)cc4F)c(=O)n3n2)n1 | 3.0
CN1CCN(c2ccc(CNC(=O)C3Cc4c(-c5ccc6c(c5)OCO6)ccnc4O3)cc2)CC1 (centres undefined) | 13.4
CCc1nc2ccc(C(=O)N3CCN(S(=O)(=O)CC)CC3)cn2c1N(C=O)CCC(C)C | -2.3
CC(C)Oc1cccc(NC(=O)C2(C)CCCN2C(=O)C(C)C)c1 (centres undefined) | 5.0
CC1(C(=O)Nc2cccc3c2CCCC3)CCN1C(=O)CCC1CCCC1 (centres undefined) | -6.4
OC[C@@H]1CN(Cc2cccs2)C[C@H](n2cnc3c(NCc4ccncc4)ncnc32)O1 | 1.5
COc1c(C)cc(C(O)c2ncc(-c3ccccc3)[nH]2)cc1C (centres undefined) | 2.2

Carrying on.
SMILES | NSD2 HMT inh
COc1ccccc1CNC(=O)c1ccc(CS(=O)(=O)c2ccc(Cl)cc2)o1 | -5.0
O=C(COC(=O)c1ccc(OC(F)F)cc1)Nc1ccc2c(c1)OCCO2 | 0.6
COc1ccc(-c2coc3c(C(=O)NC4CCCCC4)cccc23)c(C)c1 | -0.7
COc1cccc(NC(=O)C2CCCN2C(=O)NCc2ccccc2OC)c1 (centres undefined) | 5.4
COc1cccc(N2CCN(CC(=O)NCc3cccc(OC)c3OC)CC2)c1 | 27.0
C=CCOC(=O)N1CCN(C(=O)c2ccc3c(c2)nc(C)n3C2CCCC2)CC1 | -0.4
CC(O)(c1ccc(F)c(F)c1)c1nc(-c2ccc(S(C)(=O)=O)cc2)cs1 (centres undefined) | 0.8
COc1ccc2c(c1)[C@]1(C(=O)N2C)C2=C(CCCC2=O)Oc2cc(C)oc(=O)c21 | -2.3
O=C(NC(c1ccc(F)cc1)c1cnccn1)C1CCN(CCOc2ccc(Cl)cc2Cl)CC1 (centres undefined) | 0.8
CCC(NC(=O)CCCN1C(=O)COc2ccc(C)cc21)c1ccccc1 (centres undefined) | -5.2
OC(c1ccccc1)c1ncc(-c2ccccc2Cl)[nH]1 (centres undefined) | 1.6
CCc1nc2c(OCc3ccc(F)c(F)c3)cccn2c1N(C)C(=O)c1ccc(OC)cc1 | -2.2
Cc1cc(C)cc(CC(=O)N2CCC2(C)C(=O)NS(=O)(=O)c2ccc(Br)cc2)c1 (centres undefined) | -1.6
CC1(C(=O)NS(=O)(=O)C2CC2)CCCN(C(=O)COCc2ccccc2)C1 (centres undefined) | -2.0
CC(C)CNc1ncnc2c1ncn2[C@H]1CN(Cc2ccc(Cl)cc2)C[C@@H](CO)O1 | 0.5
Cn1c(NCc2cccnc2)nc2cc(-c3ccc(F)cc3)sc2c1=O | 0.1
COc1cccc(CNc2nc3cc(-c4ccc(OC)c(OC)c4)sc3c(=O)n2C)c1 | -1.1
CCCN1CCC(C(=O)NC(c2ccc(Cl)cc2)c2ccsc2)CC1 (centres undefined) | 9.6
CC(C)(C)c1ccc(S(=O)(=O)NC(=O)C2(C)CCN2C(=O)Cc2ccc(-c3ccccc3)cc2)cc1 (centres undefined) | 2.6
NC(Cc1ccccc1)c1csc(NC(=O)c2cccc(OC(F)(F)F)c2)n1 (centres undefined) | -0.2
C=CCn1c(SCC(=O)Nc2ccc(CCCC)cc2)nnc1-c1ccc(Cl)cc1 | -0.4
CC1(C(=O)Nc2cnc3ccccc3c2)CCN1Cc1ccc(-c2ccccc2)o1 (centres undefined) | -0.1
CC1(C(=O)Nc2ccccc2Cc2ccccc2)CCN1Cc1ccccc1Cl (centres undefined) | -2.9
OCc1ccc(-c2cncc3nccn23)cc1 | -0.9
Cc1ccc(-n2c(SC/C=C/c3ccccc3)nnc2-c2ccco2)cc1 | 1.0
O=[N+]([O-])c1ccccc1S(=O)c1ccccc1[N+](=O)[O-] | -0.6
OC(c1ccc(Cl)cc1)c1ncc(-c2ccccc2F)[nH]1 (centres undefined) | 1.6
CC(C)(C)C(=O)[C@@H]1[C@@H]2C(=O)N(Cc3ccccc3)C(=O)[C@@H]2[C@H]2c3ccccc3C=CN12 | 14.6
O=C(Nc1ccccc1)c1cc(C2CCCN(C(=O)C3CC3)C2)on1 (centres undefined) | -0.3
COc1cc(-n2c(C)nc3cc(C(=O)N4CCCC4)ccc32)cc(OC)c1OC | -2.4
CC(=NNC1=NCCN1)c1cn(C2=NCCN2)nc1C | 0.4
C=CCNc1nc2cc(-c3cccc(NC(C)=O)c3)sc2c(=O)n1C | -1.9
Cc1ccc(S(=O)(=O)NC(=O)C2(C)CCN2C(=O)C2CCCCC2)nc1 (centres undefined) | -2.5
CC1(C(=O)NCc2cccc3ccccc23)CCN1Cc1cccc2c1OCO2 (centres undefined) | -2.7
CN(C(=O)CN1CCN(c2cc(-c3cccc4oc5ccccc5c34)ncn2)CC1)c1ccccc1 | 19.6
